# V1aR counter: V1a receptor agonism, counter-screen for OXTR agonists; CHO-V1R cells, Fluo-8 calcium fluorescence, agonist mode; 0% DMSO, 100% 3 nM vasopressin; activation, % at 3 µM; hit rate 0.25% among 320,000;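 active = activation above the mean activation of all tested compounds plus 3 SD, per screening run, cut at about 20% in these data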;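 note: signal is peak over basal fluorescence ratio across a 100 second FLIPR read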
# PHOSPHO1 block: PHOSPHO1 (human) inhibition; Q8TCT1; recombinant PHOSPHO1, absorbance phosphatase assay; inhibition, % at 13.3 µM; hit rate 1.1% among 290,000; in the data active = inhibition above about 60%
# Target sequence (Q8TCT1 whole entry, looked up): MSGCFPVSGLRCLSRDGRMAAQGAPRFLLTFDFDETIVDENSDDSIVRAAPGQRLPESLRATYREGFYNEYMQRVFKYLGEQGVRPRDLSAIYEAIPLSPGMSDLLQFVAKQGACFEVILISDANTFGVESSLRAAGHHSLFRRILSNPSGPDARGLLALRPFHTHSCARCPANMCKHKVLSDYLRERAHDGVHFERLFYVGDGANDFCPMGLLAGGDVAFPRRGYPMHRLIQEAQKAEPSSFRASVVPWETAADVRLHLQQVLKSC
# GPR7 antag: antagonists of human GPR7 (neuropeptides B/W receptor 1). inhibition, % at 4.4 µM. P48145. GPR7-expressing cells, fluorescence antagonist assay. hit rate 1.1% among 290,000; in the data active = inhibition above about 16%, passing the limit was not always enough;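 note: cells stimulated with the agonist NPW; 0% = agonist with vehicle and 100% = vehicle without agonist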
# Target sequence (P48145 whole entry, looked up): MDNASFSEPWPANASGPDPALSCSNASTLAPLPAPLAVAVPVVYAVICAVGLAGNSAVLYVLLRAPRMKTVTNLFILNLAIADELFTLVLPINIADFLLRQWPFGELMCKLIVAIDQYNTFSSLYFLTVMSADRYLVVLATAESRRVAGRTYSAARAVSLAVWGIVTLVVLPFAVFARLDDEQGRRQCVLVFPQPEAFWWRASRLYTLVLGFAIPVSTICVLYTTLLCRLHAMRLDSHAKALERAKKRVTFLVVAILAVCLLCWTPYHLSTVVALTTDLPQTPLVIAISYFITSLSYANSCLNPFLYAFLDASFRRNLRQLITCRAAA
# NALP1 inh: blocks the NALP1 inflammasome reconstituted in yeast. S. cerevisiae NALP1/ASC/caspase-1 growth, X-gal OD620, 72 h. inhibition, % at 10 µM. hit rate 0.61% among 280,000. AID 2071; in the data active = inhibition mostly above about 24%, no sharp cut-off; inactive = mostly below about 32%; note: some compounds called inactive have numbers as strong as hits
# GalR3 antag: antagonists of human GalR3. AID 651719. O60755. hit rate 0.44% among 360,000. inhibition, % at 3 µM. HEK293 GalR3-CNG cAMP membrane potential fluorescence; galR3 body fused to GalR1 C-terminus;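 active = inhibition above the screen-wide average plus 3 SD, cut at about 13% in these data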;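 note: forskolin and galanin both at EC90 stimulate the cells; cAMP rise reported by CNG channel membrane potential dye signal; 0% = forskolin plus galanin with DMSO and 100% = forskolin alone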
# Target sequence (O60755 1-299 limits assumed): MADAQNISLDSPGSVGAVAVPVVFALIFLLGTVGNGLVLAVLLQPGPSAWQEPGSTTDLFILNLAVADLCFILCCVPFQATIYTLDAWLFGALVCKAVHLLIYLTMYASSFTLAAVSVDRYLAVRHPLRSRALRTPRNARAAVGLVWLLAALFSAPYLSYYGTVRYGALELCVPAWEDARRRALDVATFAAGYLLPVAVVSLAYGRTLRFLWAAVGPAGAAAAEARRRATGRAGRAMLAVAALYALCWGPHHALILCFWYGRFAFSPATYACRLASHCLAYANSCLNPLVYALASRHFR
# MEKK2 mut-MEK5: signal of MEK5 binding to mutant human MEKK2 PB1 domain; bead flow cytometry, Alexa488-MEK5 binding to MEKK2 mutant; percent response, % at 10 µM; hit rate 0.35% among 290,000; AID 1530; in the data active = percent response above about 24%, passing the limit was not always enough; note: inactives centre near 1; some results filed as inactive read as strong as hits; reference of the scale not given here
# OXTR ag: human OXTR agonism; P30559; CHO-OTR cells, Fluo-8 calcium fluorescence; normalized: DMSO 0%, oxytocin 100%; activation, % at 3 µM; hit rate 0.32% among 320,000; AID 2435;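 active = activation above the mean of all tested compounds plus 3 SD, cutoff set per screening run, cut at about 20% in these data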;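 note: peak over basal fluorescence ratio from a 100 s FLIPR kinetic read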
# MEKK2 WT-MEK5: raises or lowers MEK5 binding to wildtype human MEKK2 PB1 domain | binding response (% of control), % at 10 µM | bead flow cytometry, Alexa488-MEK5 binding to MEKK2 WT; actives lie on both sides | Q9Y2U5 | hit rate 1.1% among 290,000; in the data active = binding response below about 67% or above about 130%
# MEKK3 PB1 HTS: modulators (inhibitors or enhancers) of MEK5 binding to human MEKK3 PB1 domain | hit rate 1.4% among 290,000 | bead-based flow cytometry, Alexa488-MEK5 binding to MEKK3; actives lie on both sides; 0 = blocked by unlabeled MEK5, 100 = vehicle | AID 1529 | binding response (% of control), % at 10 µM | Q99759;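 active = binding response more than 3 SD above or below the average of its plate-row segment, actives on both sides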;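 note: Alexa488 bead fluorescence after subtracting the streptavidin-only scavenger bead signal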
# * hit, by the source's call; x = not tested or not shown; [ ] = dose if it differs, or a comment. No enrichment for hits (roughly 5.4% active in at least one column).
nr	compound	V1aR counter	PHOSPHO1 block	GPR7 antag	NALP1 inh	GalR3 antag	MEKK2 mut-MEK5	OXTR ag	MEKK2 WT-MEK5	MEKK3 PB1 HTS
1	COc1ccccc1-n1c(-c2cn(C)nc2C)n[nH]c1=S	1.1	14	-1	-19	-9	4	-0.4	102	105
2	O=C(Cc1ccccc1)Nc1cc(Cl)ccc1Sc1ccccc1	-0.5	3	-5	27	0	-2	-1.0	97	99
3	NS(=O)(=O)c1ccc(CCNC(=O)CN2CCN(c3ccc(F)cc3)CC2)cc1	0.1	0	-11	18	12	0	0.6	100	100
4	CC(NS(=O)(=O)/C=C/c1ccccc1)C(=O)O (configuration not stated)	0.7	-2	0	21	-4	-9	1.7	96	96
5	COCC(=O)N1CCC(Oc2ccc(C(=O)N3C[C@H]4CC[C@H]3C4)cc2)CC1	-0.2	31	-14	1	-2	-2	0.2	98	102
6	O=C(NCc1ccco1)C1CCCCN1S(=O)(=O)c1ccc(F)cc1 (configuration not stated)	0.5	-5	-8	-16	-1	4	-0.7	97	98
7	COc1cc(OC)c(-c2noc(C(=O)OC(C)(C)C)c2C(=O)OC(C)(C)C)c(OC)c1	-1.0	0	-20	13	-13	0	-1.9	99	99
8	CCn1ncc(Br)c1C(=O)Nc1sc2c(c1C(N)=O)CCC2	0.0	-38	-15	26	-8	1	-1.5	101	99
9	CN1CCc2c(sc3nc(SCC(=O)N4CCOCC4)nc(N)c23)C1	0.1	35	-6	14	-3	7	0.4	100	95
10	Cc1cc(C)n(CCC(=O)N=Nc2c(O)[nH]c3ccc(Br)cc23)n1	-0.4	32	-12	-18	-7	18	2.4	102	109
11	O=C1N/C(=N\N=C\c2ccc3ncccc3c2)SC1Cc1ccc(SC(F)F)cc1 (configuration not stated)	0.6	16	-6	7	-3	0	0.1	98	100
12	Cc1ccc2nc(C)cc(OCC(=O)O)c2c1	0.1	8	0	3	-7	-4	0.6	90	84
13	Cc1ccnc(NC(=O)c2ccc(Cl)c(NC(=O)C(C)Oc3ccccc3)c2)c1 (configuration not stated)	-1.2	37	-10	6	-2	-5	-2.5	100	102
14	COC(=O)c1ccc(CN2CCN(CCc3ccccc3)C(CCO)C2)cc1 (configuration not stated)	0.8	17	-12	5	-2	0	-0.4	101	104
15	CCn1c(N2CCN(CC(=O)c3ccc(OC)cc3)CC2)nc2ccccc21	x	-2	9	-19	x	-18	x	2.0*[inhibitor]	2.0*[inhibitor]
16	COc1ccc(C(=O)Nc2nnc(S(=O)(=O)N(C)Cc3ccccc3)s2)cc1	7.2	29	41*	35	-5	-6	1.7	100	98
17	COc1cccc(C2NC(CCSC)(C(=O)O)C3C(=O)N(C(C)C)C(=O)C23)c1O (configuration not stated)	-0.1	11	-11	0	-1	2	0.6	106	105
18	CN(C)S(=O)(=O)c1cccc(NC(=O)COC(=O)c2cccn2C)c1	0.9	2	-8	-7	0	-2	-0.3	94	95
19	COC(=O)c1ccc(CSc2nc3c(c(=O)n2-c2ccc(Br)cc2)SCC3)o1	-1.3	19	4	-3	-9	2	-1.1	100	105
20	O=S(=O)(Nc1cccnc1Cl)c1ccc(-c2ccccc2)cc1	6.1	27	6	20	-10	-5	12	93	94
21	CCCOc1ccc(C(=O)N2CCCC2)cc1OC	-0.3	46	-18	5	-5	3	-0.7	100	100
22	NC(=O)C1CCN(Cc2nc3cc(C(F)(F)F)ccc3c(=O)[nH]2)CC1	1.1	24	-7	3	3	-20	-0.3	87	85
23	CC(NC(=O)c1cc2c(s1)CS(=O)(=O)C2)c1ccccc1 (configuration not stated)	-0.2	-4	-9	10	2	1	0.3	99	94
24	O=[N+]([O-])c1cccc(C(=NCc2ccccc2)NO)c1	x	30	-7	12	-6	8	x	105	103
25	CC(C)CCN(C(=S)Nc1cccc(C(F)(F)F)c1)C(C)c1ccccn1 (configuration not stated)	0.7	11	-7	x	-5	-1	-1.9	101	112
26	CNc1nnc(Sc2ncccc2[N+](=O)[O-])s1	0.9	38	1	16	-7	0	1.0	95	98
27	COc1ccc(NC(=O)c2oc3ccccc3c2NC(=O)C2CC2)c(OC)c1	-0.3	4	-8	-8	-8	-2	-0.8	96	96
28	O=C(COC(=O)CCN1C(=O)/C(=C\C=C\c2ccccc2)SC1=S)Nc1cc(F)ccc1F	1.3	23	-13	4	0	-34	-0.4	58*[inhibitor]	92
29	Cc1cc(-n2c(C)cc(C(=O)CCl)c2C)no1	1.7	16	0	-11	-1	-1	1.3	99	96
30	Cc1ccc(NC(=S)NCc2ccc(F)cc2)c(C)c1	-0.9	34	-8	-4	-7	3	-0.9	103	106
31	CCc1ccc(OCC(=O)N/N=C(\C)c2ccc3c(c2)OCCO3)cc1	-0.4	-22	-7	41	-3	0	-1.6	102	131*
32	COc1ccc(OCC(=O)Nc2ccc3c(c2)nc(CN2CCCC2)n3C)cc1	-0.3	-6	-14	5	0	4	0.4	102	98
33	CCn1c(SCC(=O)NC(=O)NC(C)(C)C)nc2ccccc21	0.2	20	-3	7	0	-9	-2.3	86	95
34	O=C(COc1ccccc1)N/N=C/c1cc2c(cc1[N+](=O)[O-])OCO2	0.5	44	-12	6	-1	-2	-0.9	92	94
35	C/C(=N\NC(=O)C(=O)N/N=C(\C)c1cccc(O)c1)c1cccc(O)c1	-0.3	30	-8	32	-8	-5	0.1	97	104
36	O=C(O)C(O)Cc1c[nH]c2ccccc12 (configuration not stated)	-0.2	-7	-9	8	1	2	1.8	107	115
37	Cc1ccc2nc(SCC(=O)Nc3ccc4c(c3)CCC4)[nH]c2c1	0.0	-2	-13	16	-1	0	-0.9	98	101
38	COc1ccc(C)cc1NS(=O)(=O)c1ccc2c(c1)N(C(C)=O)CCO2	4.3	18	-8	16	-10	1	3.4	102	99
39	Cc1ccc(NC(=O)NC(=O)CSc2nnc(-c3ccc(OC(F)F)cc3)n2N)c(C)c1	1.1	-11	-7	4	-1	7	-1.7	100	99
40	CC1CN(C(=O)c2ccncc2)CC(C)O1 (configuration not stated)	1.7	7	-21	22	x	6	0.8	106	98
41	Cc1cccc(NC(=O)c2sc3nc(-c4ccccc4)cn3c2C)n1	6.2	18	-10	43	0	1	2.4	100	107
42	CN(C)c1ccc(-c2nc3ccccc3c(=O)[nH]2)cc1	-0.1	11	-12	14	-4	-6	-0.1	77	77
43	C/C(Cn1cnc([N+](=O)[O-])n1)=N\NC(=O)c1ccccc1	0.0	25	-12	-33	-1	1	-0.7	103	89
44	Cc1ccc(CN(CC(=O)NC2CCCC2)C(=O)c2csnn2)cc1	0.6	46	1	8	-5	-3	-0.1	102	100
45	COc1ccc(CN2CCN(C(=O)c3ccc(-c4ccccc4)cc3)CC2)c(OC)c1OC	1.2	-11	9	22	-5	-7	0.4	95	96
46	CN(CCCN1CCOCC1)C(=O)c1ccc2nc(Cc3cccc(Cl)c3)oc2c1	-0.2	-11	0	17	0	3	-0.4	105	99
47	CCN1C(C(=O)Nc2cc(C)on2)=C(O)c2ccccc2S1(=O)=O	0.0	23	2	6	-9	5	0.3	103	104
48	CC(C)CCOc1ccccc1C(N)=O	0.2	47	-7	11	-3	0	-0.8	105	106
49	OCCN1CCN(C2Cc3cc(Cl)ccc3Sc3ccc(Cl)cc32)CC1 (configuration not stated) (tested in a mixture with another compound)	7.5	-1	-9	27	x	6	13	124	106
50	CCCS(=O)(=O)c1nnnn1-c1cccc(OC)c1	-0.2	0	12	x	x	2	1.7	95	90
51	COc1ccccc1C(=O)NCC(=O)OC(C)C(=O)NC(=O)NC1CCCCC1 (configuration not stated)	0.5	-2	5	28	-2	-3	-0.5	97	98
52	O=C(Cn1nnc(-c2ccccc2)n1)c1ccccc1	0.9	-24	0	4	-1	4	0.4	101	103
53	CCC1(c2ccccc2)NC(=O)N(CC(=O)Nc2ccccc2N2CCCCC2)C1=O (configuration not stated)	12	x	-1	3	-1	9	10	106	111
54	CC(C)Oc1ccc(CCC(=O)NNC(=S)NCc2ccccc2)cc1	0.4	-51	5	-16	1	-9	0.2	95	95
55	Cc1ccc(OCC(=O)Nn2c(C)nc3ccccc3c2=O)c(C(C)C)c1	7.4	10	-12	-10	-9	2	13	102	104
56	Clc1ccc(C[n+]2cc(-c3ccccc3)n3c2CCCCC3)c(Cl)c1	0.2	60*	29*	4	-5	4	-1.8	123	108
57	O=C(CCSc1nnc(-c2ccncc2)o1)Nc1ccc(F)cc1	4.4	30	-10	6	-1	4	3.4	103	105
58	COc1ccc(C2CC(c3ccc(Cl)cc3Cl)Nc3nc(N)nn32)cc1OC (configuration not stated)	-0.4	5	5	19	3	2	0.5	96	98
59	CCOc1ccccc1C(C(=O)NC1CCCC1)N(C(=O)c1csnn1)C1CC1 (configuration not stated)	-1.4	16	-1	15	-4	-1	-0.2	97	103
60	CS(=O)(=O)N1CCN(c2ccccc2NC(=O)c2cccc3ccccc23)CC1	0.7	-14	-10	-1	-1	3	1.4	112	108

# Profiles as entered above.
# CCN1C(C(=O)Nc2cc(C)on2)=C(O)c2ccccc2S1(=O)=O as listed: V1aR counter = 0.0; PHOSPHO1 block = 23; GPR7 antag = 2; NALP1 inh = 6; GalR3 antag = -9; MEKK2 mut-MEK5 = 5; OXTR ag = 0.3; MEKK2 WT-MEK5 = 103; MEKK3 PB1 HTS = 104
# COc1ccc(C2CC(c3ccc(Cl)cc3Cl)Nc3nc(N)nn32)cc1OC (configuration not stated) as listed: V1aR counter = -0.4; PHOSPHO1 block = 5; GPR7 antag = 5; NALP1 inh = 19; GalR3 antag = 3; MEKK2 mut-MEK5 = 2; OXTR ag = 0.5; MEKK2 WT-MEK5 = 96; MEKK3 PB1 HTS = 98

# Other results.
nr	compound	V1aR counter	PHOSPHO1 block	GPR7 antag	NALP1 inh	GalR3 antag	MEKK2 mut-MEK5	OXTR ag	MEKK2 WT-MEK5	MEKK3 PB1 HTS
61	CCCCOc1ccc(C(=O)NCC(=O)NC2CCN(Cc3ccccc3)CC2)cc1	2.3	38	-5	10	-2	3	0.1	109	99
62	O=C1C2CC=CCC2C(=O)N1Cc1nnc(-c2ccccc2Br)o1 (configuration not stated)	1.1	-8	-10	5	-3	1	0.3	104	100
63	CC(=O)c1cccc(NC(=O)NCc2ccccn2)c1	0.1	-14	0	2	x	11	0.2	109	110
64	CCn1c(CNc2ccc(Cl)cc2)nnc1SCc1ccc(C)cc1	4.4	-5	11	16	-5	3	1.2	95	107
65	O=C(NCCc1ccc(Cl)cc1)C1CC(=O)N(C2CCCCC2)C1 (configuration not stated)	1.7	x	-10	x	-1	-5	-0.5	98	96
66	CCOC(=O)N1CCN(c2nc(SC)nc3sc4c(c23)CC(C)(C)OC4)CC1	-0.7	-12	x	1	-1	11	-2.2	95	101
67	Cc1ccc2cc(CN(CC3CCCO3)S(=O)(=O)c3cccc4nsnc34)c(=O)[nH]c2c1 (configuration not stated)	0.1	12	4	6	-4	6	4.1	106	102
68	COc1ccc(O)c(/C=C(\C#N)C(=O)Nc2ccccn2)c1	x	40	-10	12	-13	1	x	99	98
69	CN(Cc1ccccc1)C(=O)COc1ccc(C(C)(C)C)cc1	-2.2	50	-2	10	-14	4	-2.1	103	104
70	C/C(=N/OCC(=O)Nc1ccc(C)cc1C)c1cccs1	-0.4	8	11	-4	-5	-1	-0.1	103	102
71	COc1ccc(OC)c(NC(=O)CCCNC(=O)Cn2cnc3sc(C)c(C)c3c2=O)c1	-1.1	32	-11	7	2	-1	-1.5	95	92
72	Cn1cnnc1SCC(=O)Nc1ccc2nc(SCc3ccccc3F)sc2c1	1.2	17	3	26	-8	-3	-0.3	99	102
73	COC(=O)c1cc(C)cc(=O)o1	0.5	11	-13	24	-7	-1	0.0	99	100
74	NNC(=O)c1ccc(CSc2n[nH]c(=O)[nH]c2=O)cc1	-0.3	-14	-14	-4	-1	0	0.0	101	106
75	Cc1ccsc1-c1nc(CSCC(=O)NCc2ccc3c(c2)OCO3)c(C)o1	-0.7	-9	-5	-7	x	x	-2.5	x	x

# Source: PubChem (several laboratories)
